TcdB GH inh: inhibitors of Clostridioides difficile toxin B glycohydrolase; hit rate 0.24% among 350,000; AID 652162; inhibition, % at 9.99 µM; P18177; TcdB glycohydrolase enzymatic assay, plate reader; in the data active means inhibition above about 10%
BH1578 lux ind: inducers of Vibrio cholerae quorum light production without autoinducers; V. cholerae BH1578 lux reporter, luminescence, 6 h; activation, % at 18.7 µM; hit rate 0.16% among 350,000; AID 588436; in the data active means activation mostly above about 9.7%, no sharp cut-off; further: not every result past the cut was called active; inactives centre near 0; reference of the scale not given here
CCHFV vOTU inh: blocks the CCHF virus ovarian tumor domain protease | CCHFV vOTU protease, Pep-AMC fluorescence | inhibition, % at 11.5 µM | hit rate 0.55% among 370,000 | AID 651958; in the data active means inhibition above about 30%; further: 0% = vehicle wells with enzyme and 100% = no enzyme wells
PrPC surface inh: inhibitors of human cell surface prion protein PrPC | P04156 | TR-FRET read-out | inhibition, % at 13.8 µM | hit rate 0.43% among 370,000; in the data active means inhibition above about 24%; further: 0% = median of the test wells and 100% = reference compound wells
DUSP3 inh: DUSP3 (human) phosphatase inhibition. recombinant VHR phosphatase, pNPP absorbance. inhibition, % at 13.3 µM. hit rate 0.52% among 290,000. AID 1654; in the data active means inhibition above about 50%; further: some compounds called inactive have numbers as strong as hits
Target sequence (P51452 whole entry, looked up): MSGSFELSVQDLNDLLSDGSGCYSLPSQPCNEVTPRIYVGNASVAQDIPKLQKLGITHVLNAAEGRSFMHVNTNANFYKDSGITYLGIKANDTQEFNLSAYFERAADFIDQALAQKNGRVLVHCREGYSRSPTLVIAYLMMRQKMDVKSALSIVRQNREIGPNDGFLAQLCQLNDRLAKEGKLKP
SSB-PriA inh: K. pneumoniae PriA-SSBct interaction inhibition. AlphaScreen SSBct-PriA binding, biotinylated peptide. AID 1272365. inhibition, % at 33 µM. hit rate 0.6% among 430,000; in the data active means inhibition mostly above about 37%, no sharp cut-off; inactive means mostly below about 20%;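 further: plate controls were negative control peptide for no effect and reference peptide for full effect; strong numbers were not always called active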
Yp Topo-I inh: inhibitors of Yersinia pestis topoisomerase I; Y. pestis Topo-I cleavage product accumulation, plate reader; AID 504884; activity, % at 10 µM; hit rate 0.064% among 360,000; in the data active means activity above about 50%, passing the limit was not always enough; further: inactives centre near 2
MazEF act: increases E. coli MazEF RNase cleavage of RNA; P0AE70; FAM/BHQ RNA-DNA oligo cleavage fluorescence, 5 h; AID 504720; hit rate 0.32% among 350,000; activation, % at 20 µM; in the data active means activation above about 50%
Target sequence (P0AE70 whole entry, looked up): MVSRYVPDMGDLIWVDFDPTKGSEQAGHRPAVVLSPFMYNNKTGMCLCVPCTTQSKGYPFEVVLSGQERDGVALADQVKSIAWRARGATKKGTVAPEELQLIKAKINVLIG
Rv3671c inh: inhibitors of M. tuberculosis serine protease Rv3671c; P9WHR9; inhibition, % at 5.96 µM; hit rate 0.048% among 320,000; in the data active means inhibition above about 38%;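 further: extracellular domain of Rv3671c used as enzyme; 0% = enzyme with DMSO and 100% = no enzyme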
Target sequence (P9WHR9 whole entry, looked up, the tested form may be a part): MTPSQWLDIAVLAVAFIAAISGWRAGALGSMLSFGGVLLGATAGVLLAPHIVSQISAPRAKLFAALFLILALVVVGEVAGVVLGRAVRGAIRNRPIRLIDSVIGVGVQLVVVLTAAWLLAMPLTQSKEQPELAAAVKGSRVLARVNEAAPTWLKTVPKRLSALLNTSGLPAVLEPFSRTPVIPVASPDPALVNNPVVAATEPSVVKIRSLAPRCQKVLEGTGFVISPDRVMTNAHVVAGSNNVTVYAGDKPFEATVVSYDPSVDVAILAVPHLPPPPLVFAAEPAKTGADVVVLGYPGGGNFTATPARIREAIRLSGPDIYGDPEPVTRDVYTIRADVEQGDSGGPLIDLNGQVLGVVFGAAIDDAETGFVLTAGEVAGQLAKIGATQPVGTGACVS
SARS 3CLpro inh: SARS-CoV 3CLpro protease inhibition; P0C6X7; recombinant SARS-CoV 3CLpro, quenched FRET peptide cleavage; inhibition, % at 6 µM; hit rate 0.14% among 290,000; in the data active means inhibition above about 12%
Starred values were filed as active, the others as inactive; i = inactive; nt = not tested or not shown; & = joins results of further samples.

Compound	TcdB GH inh	BH1578 lux ind	CCHFV vOTU inh	PrPC surface inh	DUSP3 inh	SSB-PriA inh	Yp Topo-I inh	MazEF act	Rv3671c inh	SARS 3CLpro inh
O=C(Nc1cccnc1)c1cc(-c2cccc(Br)c2)nc2ccccc12	1.1	i	4	-10	-6	4	4	2	-27	0
COC(=O)c1cc2ccsc2n1CC(=O)N(C)c1ccccc1	nt	-0.9	9	-3	-12	-11	13	3	2	-4
N#C/C(=C\c1ccc[nH]1)C(=O)N1CCCCC1	0.2	-0.4	3	-1	40	-6	-5	2	3	-4
COc1ccccc1C(OC(=O)c1cccs1)C(=O)NCc1ccco1 (configuration not stated)	nt	3.8	13	5	13	2	9	-11	-9	-2
CCn1c(C(=O)N2CCC(C(=O)N3CCN(c4ccccn4)CC3)CC2)cc2sccc21	-2.6	-0.2	0	12	36	-5	16	10	-1	-2
CC1CCCN(C(=O)c2cc3c(=O)n4ccccc4nc3s2)C1 (configuration not stated)	-0.4	-0.5	-89	3	-19	-13	16	2	6	-4
CCN(CC(=O)Nc1ccccc1OC)C(=O)CCc1ccccc1	0.6	-0.3	-22	8	26	5	-4	4	-4	1
Cc1cccc(C)c1OCc1cc(C(=O)N2CCCC2c2nonc2C)no1 (configuration not stated)	2.1	i	8	3	9	-15	34	-4	-6	1
Cn1c(SCC(=O)NC2CCS(=O)(=O)C2)nnc1-c1ccco1 (configuration not stated)	-1.6	-0.2	3	-3	nt	2	-9	7	-13	nt
O=C1CSC(=S)N1/N=C/c1ccc(O)c(O)c1O	nt	3.7	nt	nt	5	nt	-7	-3	-13	6
Cc1cc(C(=O)Nc2ccc3c(c2)CCC3)ccc1[N+](=O)[O-]	1.5	-0.2	15	-13	nt	-4	-2	4	-48	nt
COc1cccc(CNc2nc3cc(-c4cccc(C(F)(F)F)c4)sc3c(=O)n2C)c1	1.0	-0.3	-6	-4	nt	nt	0	nt	nt	nt
O=C(COc1ccc(/C=N/NS(=O)(=O)c2ccccc2)cc1)N1CCOCC1	0.6	i	-1	-3	1	nt	9	-11	1	0
CC(Sc1ncc(C(F)(F)F)cc1Cl)C(=O)NC(N)=O (configuration not stated)	0.8	2.4	-9	4	26	-3	-4	4	5	0
Cc1ccc(C(=O)NCC(=O)N2CCCCCCC2)cc1	-0.8	i	-1	-6	nt	20	9	2	-6	nt
COc1cccc(NC(=O)CN(C)C(=O)c2ccc3c(c2)CC(c2ccccc2)OC3=O)c1 (configuration not stated)	0.4	i	4	-6	nt	4	11	5	3	nt
CC1(C)CC(=O)C(C2C3=C(CC(C)(C)CC3=O)Oc3c(Br)cc(Br)cc32)=C(O)C1 (configuration not stated)	-0.5	i	-3	0	23	-2	13	0	6	7
O=C(C1=C[C@H](c2ccc3c(c2)OCO3)C[C@H](OCCCCO)O1)N1CCN(Cc2ccc3c(c2)OCO3)CC1	0.9	-19	1	-3	32	17	27	1	-2	-4
CCCCN(Cc1nc2ccccc2c(=O)[nH]1)C(=O)c1nn(C)c(=O)c2ccccc12	0.4	-0.7	-9	-4	nt	-1	2	6	nt	nt
Fc1ccccc1NC(=S)NN(Cc1ccccc1)c1ccccc1	2.9	-0.3	-5	7	29	4	4	0	2	7
O=C(COC(=O)c1n[nH]c2ccccc12)c1cccc(Br)c1	1.2	i	8	7	14	-4	17	5	-27	0
Cc1oc2ccccc2c1-c1cn2c(n1)SCC2	nt	-1.8	-121	0	-8	1	-13	6	-7	2
O=C(Cn1nnc(-c2ccccc2Cl)n1)N/N=C/c1ccc2c(c1)OCO2	nt	5.4	-5	9	17	nt	25	3	-24	5
O=S1(=O)c2ccc(Br)cc2OC(COCc2ccccc2)CN1Cc1ccccc1 (configuration not stated)	0.9	i	2	0	nt	-10	19	-2	nt	nt
COc1cccc(/C=C/c2ccc3ccccc3n2)c1OC(C)=O	3.7	-0.4	-9	-18	8	-39	20	10	-20	1

4 consecutive entries from above, for reference:
Compound	TcdB GH inh	BH1578 lux ind	CCHFV vOTU inh	PrPC surface inh	DUSP3 inh	SSB-PriA inh	Yp Topo-I inh	MazEF act	Rv3671c inh	SARS 3CLpro inh
O=C(COC(=O)c1n[nH]c2ccccc12)c1cccc(Br)c1	1.2	i	8	7	14	-4	17	5	-27	0
Cc1oc2ccccc2c1-c1cn2c(n1)SCC2	nt	-1.8	-121	0	-8	1	-13	6	-7	2
O=C(Cn1nnc(-c2ccccc2Cl)n1)N/N=C/c1ccc2c(c1)OCO2	nt	5.4	-5	9	17	nt	25	3	-24	5
O=S1(=O)c2ccc(Br)cc2OC(COCc2ccccc2)CN1Cc1ccccc1 (configuration not stated)	0.9	i	2	0	nt	-10	19	-2	nt	nt

The list continues:
Compound	TcdB GH inh	BH1578 lux ind	CCHFV vOTU inh	PrPC surface inh	DUSP3 inh	SSB-PriA inh	Yp Topo-I inh	MazEF act	Rv3671c inh	SARS 3CLpro inh
CCN1CCCC1CNC(=O)c1cc2c(-c3cccc(OC)c3)nn(C)c2s1 (configuration not stated)	nt	i	-13	6	10	10	-9	5	-1	-14
COc1ccccc1-c1nnc(-c2ccc(C)cc2)o1	4.1	-0.6	3	13	nt	6	16	-14	-2	nt
Cc1nnc(SCC(=O)N(C2CCCCC2)C2CCS(=O)(=O)C2)n1N (configuration not stated)	1.7	-0.3	-1	-1	nt	4	3	1	1	nt
CC1(C)Cc2ccccc2-c2nnnn21	1.9	i	1	-2	7	-16	5	-3	-1	-1
O=C(NCc1ccccc1)C1=C[C@@H](c2csc3ccccc23)C[C@@H](OCc2ccc(CO)cc2)O1	-0.2&0.3	-0.6	9	-1	-2	-14	21	-7	-26	1
Cc1ccc(N(Cc2cc(=O)[nH]c3ccccc23)C(=O)C(C)C)cc1	0.5	i	2	14	13	15	1	5	11	2
CCOC(=O)c1c(-c2ccccc2)nc2ccccn12	nt	i	-1	0	37	12	2	6	2	-4
N#C/C(=C(/O)c1cccs1)c1nnc2n1CCCCC2	0.7	i	-11	7	15	-6	1	-1	-10	-1
CCn1ncc(S(=O)(=O)Nc2cc(Cl)ccc2C)c1C	0.5	-1.1	-5	1	20	-19	3	6	2	-3
COc1cccc(Cn2cccc(NC(=O)NCc3ccccc3)c2=O)c1	0.1	-0.6	0	1	34	-13	-1	10	-5	3
Cc1cnc(C(=O)OCC(=O)Nc2ccc(OCc3ccccc3)cc2)cn1	13*	i	-4	-1	nt	-6	4	2	-12	nt
Cc1nn(C)c(C)c1S(=O)(=O)N(CC(=O)NC1CCCCCC1)c1ccc(C(C)C)cc1	1.6	-0.2	2	-2	25	3	2	-4	10	-3
O=C(C1=C(O)C(=O)N(c2nccs2)C1c1ccccc1)c1cc2ccccc2o1 (configuration not stated)	-0.6	i	-7	8	17	5&-3	-5	227*	10	-6
CS(=O)(=O)c1ccc(C(=O)NNC(=O)c2cccs2)cc1	1.1	-0.4	-5	-2	nt	1	7	6	1	nt
CC/C(=N\NS(C)(=O)=O)c1ccccc1	nt	nt	10	-3	-25	nt	nt	5	-5	-2
CCc1cccc(NC(=O)C2CCCN(S(=O)(=O)c3cccs3)C2)c1 (configuration not stated)	0.0	-1.6	4	7	-3	-4	18	10	6	9
c1ccc(Cc2nn3c(Cn4nnc5ccccc54)nnc3s2)cc1	nt	i	-3	13	11	-18	1	2	-2	6
COc1cc(CN2CCN(CCCc3ccccc3)C(CCO)C2)cc(OC)c1O (configuration not stated)	-1.3	-0.1	5	-6	11	5	7	5	0	-3
O=C1NC(Cc2ccccc2)c2nc3ccccc3c(=O)n2-c2ncccc21 (configuration not stated)	0.1	0.3	-3	-7	nt	nt	10	6	nt	nt
Cc1ccnc(N2CCC(C(=O)Nc3cccc(C(F)(F)F)c3)CC2)n1	nt	-0.4	3	3	11	-15	3	7	-9	-1
O=C(OCC(=O)N1CCN(C(=O)c2ccco2)CC1)c1cc(-c2ccccc2)nc2ccccc12	nt	i	4	1	-5	-3	-7	4	-7	7
O=C(c1ccccc1)c1cnc2ccc(Cl)cc2c1N1CCOCC1	0.7	0.4	1	-4	20	-5	-8	2	12	3
Cc1ccc(C(=O)Nc2ccccc2)cc1S(=O)(=O)Nc1ccc(Cl)cn1	-0.9	0.6	11	3	20	-15	1	2	-12	0
COc1ccc(CC(N)c2csc(NC(=O)NCc3ccccc3)n2)cc1 (configuration not stated)	0.0	-0.6	7	-3	nt	nt	-8	nt	nt	nt
Cc1ccc(NC(=O)c2ccc([N+](=O)[O-])cc2)cc1S(=O)(=O)N(C)C	5.3	i	0	-37	15	1	5	3	-5	-2
Cc1ccc(-n2ncc(C(=O)N3CCN(C(=O)c4ccco4)CC3)c2-n2cccc2)cc1	-0.4	-3.1	0	-5	12	-6	20	-3	-8	1
COc1ccc(C(CNC(=O)c2ccco2)N2CCOCC2)cc1 (configuration not stated)	-0.1	-5.7	4	-1	nt	-6	6	2	0	nt
COC(=O)c1cc(OC)c(OC)cc1NC(=O)CSCc1c(C)noc1C	-0.1	-1.1	-11	-5	nt	-7	6	6	4	nt
COc1ccc([N+](=O)[O-])cc1NC(=O)COC(=O)Cn1cnc2ccccc2c1=O	-4.2	i	23	-14	nt	10	-11	-9	-13	nt
COc1cccc(/C=N/NC(=O)CCc2c(C)n[nH]c2C)c1	nt	nt	5	0	3	nt	0	6	1	-3
COCCN(C(=O)c1csnn1)C(C(=O)NC1CCCCC1)c1ccccc1 (configuration not stated)	1.5	0.1	0	5	6	-6	-7	-2	7	4
CCCCN1CC(COCc2ccccc2)Oc2cccc(Oc3ccc(OC)cc3)c2S1(=O)=O (configuration not stated)	1.0	0.7	6	-4	nt	-7	-7	-10	nt	nt
Cc1ccccc1-c1nc(CS(=O)CC(=O)NC(C)CCc2ccccc2)c(C)o1 (configuration not stated)	nt	i	nt	nt	-53	60*	12	0	-4	3
O=C(NCc1ccccn1)c1cccc(S(=O)(=O)N2CCc3ccccc32)c1	0.9	i	-4	8	nt	-17	-11	9	2	nt
COc1ccc2c(c1)CCC1=C2NC(=S)NC1c1ccc(N(C)C)cc1 (configuration not stated)	1.5	-0.2	14	-4	30	14	5	-18	7	-2

An excerpt; rates above refer to the full screens.
